Bioassay records: PubChem, Fisher Drug Discovery Resource Center
NPYLR7 ag – mosquito NPYLR7 agonism | HEK293T NPYLR7/Galpha15, GCaMP6s calcium fluorescence | activation, % at 10 µM | actives 0.15% (n = 270,000) | AID 1259423; in the data active means activation above about 40%;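 further: 0% = vehicle and 100% = reference agonist at the receptor; some compounds past the cut are filed as inactive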
hcGAS lum – blocks human cGAS activity; AID 1259398; inhibition, % at 12.5 µM; recombinant h-cGAS, ATP depletion, Kinase-Glo luminescence; actives 0.081% (n = 290,000);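 further: 0% = vehicle reaction and 100% = reaction without DNA for no activity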
Target sequence (Q8N884 whole entry, looked up): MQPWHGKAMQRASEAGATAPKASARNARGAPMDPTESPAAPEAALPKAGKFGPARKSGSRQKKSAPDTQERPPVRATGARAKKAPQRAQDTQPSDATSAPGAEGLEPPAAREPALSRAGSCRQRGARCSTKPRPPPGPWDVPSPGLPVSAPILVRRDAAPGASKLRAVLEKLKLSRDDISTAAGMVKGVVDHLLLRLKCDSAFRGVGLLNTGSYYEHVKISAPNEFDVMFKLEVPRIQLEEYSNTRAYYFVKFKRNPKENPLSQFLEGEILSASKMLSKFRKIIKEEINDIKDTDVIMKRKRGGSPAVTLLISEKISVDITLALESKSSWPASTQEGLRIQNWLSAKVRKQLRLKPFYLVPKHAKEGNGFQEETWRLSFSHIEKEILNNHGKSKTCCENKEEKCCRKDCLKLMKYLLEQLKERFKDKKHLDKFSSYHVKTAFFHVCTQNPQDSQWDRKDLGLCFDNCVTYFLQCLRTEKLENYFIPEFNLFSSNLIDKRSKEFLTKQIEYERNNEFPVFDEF
mcGAS lum – blocks mouse cGAS activity; actives 0.15% (n = 160,000); Q8C6L5; inhibition, % at 12.5 µM; recombinant cGAS, Kinase-Glo ATP depletion luminescence;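 further: 0% = negative control wells and 100% = reference inhibitor with no enzyme activity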
* marks the source's active call; other numbers are inactive results; / = not tested or not shown; & = joins results of further samples. Unless noted, no stated cut-off is given here; in the data, active means inhibition above about 40%; inactive means the rest.

[1] CCOC(=O)CCC(=O)NC(C)c1nnc(SCc2ccccc2C)n1-c1ccc(C)cc1 (stereo not drawn)
[2] O=C1CCC2(CCCO2)CCN1Cc1cccc2cccnc12 (stereo not drawn)
[3] OC(C#CC#CC(O)c1ccccc1)c1ccccc1 (stereo not drawn)
[4] c1ccc(NN=C(N=Nc2nn[nH]n2)c2ccccc2)cc1
[5] CCn1cc(C(CC(=O)NCc2ccco2)c2ccc(Cl)cc2)c2ccccc21 (stereo not drawn)
[6] COc1ccc(C(C)=O)cc1CSc1nnc(C)s1
[7] COc1ccc(CN(C)c2cc(C3CCCNC3)nc(C)n2)cc1 (stereo not drawn)
[8] COCCN(Cc1nc2ccccc2o1)C(=O)c1ccco1
[9] COc1ccc(C(=O)N(Cc2c(-c3ccc(F)cc3)noc2N2CCOCC2)CC2CC2)cc1
[10] C#CCNC(=O)CN1CCCN(S(=O)(=O)CC(C)CCC)CC1 (stereo not drawn)
screen / no.,1,2,3,4,5,6,7,8,9,10
mcGAS lum,-4,-9,/,/,-8,-3,-2,-6,1,/
hcGAS lum,1,-1,-8,-30,-7,-6,2,-7,1,-7
NPYLR7 ag,19,/,1,-2,3,2,1,-4,-4,17

[11] Cc1ccc(C(=O)NCC(c2ccc(N(C)C)cc2)N(C)C)cc1 (stereo not drawn)
[12] Cc1oc(-c2ccco2)nc1COc1coc(CN2CCOCC2)cc1=O
[13] O=C(NC(Cc1ccccc1)C(=O)Nc1nnc(-c2ccc(Cl)cc2)s1)c1cccc(F)c1 (stereo not drawn)
[14] Cc1cc(C)c2c(n1)nn1c(NCC3CCCO3)cc(C)nc21 (stereo not drawn)
[15] CCc1nn2c(=O)cc(CSc3ccc4ccccc4n3)nc2s1
[16] CC1CCCC(NC(=O)Cn2nc(-n3cncn3)ccc2=O)C1C (stereo not drawn)
[17] Cc1ccc2c(c1)c(CNC(=O)c1ccc3c(c1)OCO3)nn2C
[18] O=c1c(-c2ccco2)[n+]([O-])c2ccccc2n1OCc1ccco1
[19] CC(C)(C)SCC(=O)N1CCN(S(=O)(=O)c2ccccc2)CC1
[20] CC(C)Cc1noc(CNc2ccccc2N2CCCCCC2)n1
screen / no.,11,12,13,14,15,16,17,18,19,20
mcGAS lum,-8,-14,-4,-9,-14,/,-4,/,/,/
hcGAS lum,-6,-9,0,-7,-4,-13,-4,-5,-11,-10
NPYLR7 ag,1,14,-3,0,0,-2,-3,3,-8,1

Filtered by structure, those above with a furan ring, fused or not.
[5] CCn1cc(C(CC(=O)NCc2ccco2)c2ccc(Cl)cc2)c2ccccc21 (stereo not drawn)
[8] COCCN(Cc1nc2ccccc2o1)C(=O)c1ccco1
[12] Cc1oc(-c2ccco2)nc1COc1coc(CN2CCOCC2)cc1=O
[18] O=c1c(-c2ccco2)[n+]([O-])c2ccccc2n1OCc1ccco1
screen / no.,5,8,12,18
mcGAS lum,-8,-6,-14,/
hcGAS lum,-7,-7,-9,-5
NPYLR7 ag,3,-4,14,3

Other records
[21] CCc1ccc(NC(=O)CN2CN(c3ccccc3)C3(CCN(S(=O)(=O)c4ccc(F)cc4)CC3)C2=O)cc1
[22] O=C(O)c1ccc(C2CCN(C(=O)CC3CCS(=O)(=O)CC3)C2)cc1 (stereo not drawn)
[23] O=C(OCC1OC(n2cnc3c(=O)[nH]cnc32)C2OC(=S)OC12)c1ccccc1 (stereo not drawn)
[24] COc1ccc(C2(C(=O)N3CCC(Cc4cccc(C(N)=O)c4)C3)CC2)cc1 (stereo not drawn)
[25] COC(=O)c1ccccc1NC(=O)N1CC(=O)N2CCc3c(F)cccc3C2C1 (stereo not drawn)
[26] CCOP(=O)(Cc1ccc(NC(=O)c2cccc(SC(F)F)c2)cc1)OCC
[27] CC(C(=O)N1CCCc2ccccc21)N1CCN(S(=O)(=O)N2CCCCCC2)CC1 (stereo not drawn)
[28] CCCc1nnc2sc(-c3cnc(C(C)C)nc3C)nn12
[29] NC(CCc1ccccc1)c1csc(Nc2ccc(C(=O)NCCCO)cn2)n1 (stereo not drawn)
[30] O=C(NC1CCN(c2ccccc2C(=O)NC2CC2)CC1)c1cccs1
screen / no.,21,22,23,24,25,26,27,28,29,30
mcGAS lum,-4,-17,/,-13,-8,-4,-15,-17,-6,0
hcGAS lum,-3,-7,1,-2,-9,-6,-6,-1,-2,-3
NPYLR7 ag,-2,18,10,4,-3,-4,14,/,-10,-8

[31] CCOC(=O)c1c(NC(=O)c2ccc(Cl)cc2)sc(C(=O)Nc2ccccc2OC)c1C
[32] Cc1cc(/C=C\c2cc(Cl)sc2Br)cs1
[33] Cc1cc(C=NNC(=O)c2ccccc2Br)c(C)n1-c1ccccc1
[34] CS(=O)(=O)c1ncc(CN2CCN(C/C=C/c3ccccc3)CC2)n1CC1CCCO1 (stereo not drawn)
[35] COc1cc(Nc2cc(C(=O)O)nc3ccc(C)cc23)cc(OC)c1OC
[36] CCn1c(O)c(N=NC(=O)c2ccccc2O)c2ccccc21
[37] CCCCC(NC(=O)CCc1cc2c(n1-c1ccc3ncsc3c1)-c1ccc(OC)cc1CC2)C(=O)OC (stereo not drawn)
[38] CC1(C)CNC(=O)c2nc(C3CCOC3)[nH]c2C1 (stereo not drawn)
[39] CCCN(Cc1cnn(CC)c1)CC(C)C
[40] CC(C)[C@@H]1C[C@@H]2C[C@@H](NC(=O)Nc3ccccc3)C[C@]2(c2ccccc2)CO1
screen / no.,31,32,33,34,35,36,37,38,39,40
mcGAS lum,/,/,-3,-11,-4,/,-5,-12,/,-8
hcGAS lum,1,-4,-4,-9,-6,7,-1,-8,0,-3
NPYLR7 ag,-4,5,1,/,-2,-18,23,/,3,32

[41] CSc1ccccc1OCc1cc(C(=O)NCCc2cccc(C(F)(F)F)c2)no1
[42] CCOc1ccc(C(=O)NCCn2cc(SCC(=O)NCc3ccccc3)c3ccccc32)cc1
[43] CC(=O)Nc1nc(C)c(S(=O)(=O)N2CCN(c3c(Cc4ccccc4)c(C)nc4ncnn34)CC2)s1
[44] CCCc1cnc(-c2ccc(C(C)N3CCOCC3)cc2)nc1 (stereo not drawn)
[45] CC(CCc1ccco1)NC(=O)c1cccc(S(=O)(=O)N2CCOCC2)c1 (stereo not drawn)
[46] c1cn(-c2ccc(C3NCCc4[nH]cnc43)cc2)cn1 (stereo not drawn)
[47] CN(CC1CC2CCC1C2)C(=O)C1CCN(S(=O)(=O)c2cccs2)CC1 (stereo not drawn)
[48] CCn1ncc(C(=O)NC(C)CCc2ccco2)c1C (stereo not drawn)
[49] CCc1ncc2c(n1)CN(CCCNS(C)(=O)=O)CC2
[50] Cc1cc(NC(=O)c2cc(C(C)C)no2)ccc1NC(=O)C(C)(C)C
screen / no.,41,42,43,44,45,46,47,48,49,50
mcGAS lum,/,/,-4,/,0,/,/,-13,/,-2
hcGAS lum,-6,-10,2,2,-6,-5,-4,-5,-7,-1
NPYLR7 ag,12,3,19,4,-1,3,3,10,7,1

[51] O=C(c1cnns1)N1CCN(c2ccc(O)cc2)CC1
[52] Cc1cccc(N2N=C(C(=O)Nc3ccc4c(c3)OCO4)CCC2=O)c1
[53] Cc1ncc(C(=O)N2CCCC(CCc3ccccc3C(F)(F)F)C2)c(=O)[nH]1 (stereo not drawn)
[54] CCCN(CC(=O)Nc1c(-c2ccccc2)c(C)nn1-c1ccccc1C)S(=O)(=O)/C=C/c1ccccc1
[55] CCN1CCN(C(c2ccncc2)c2c(O)cc(C)n(Cc3ccco3)c2=O)CC1 (stereo not drawn)
[56] CN(C)c1ncc2c(n1)CCCC2NC(=O)c1ccsc1 (stereo not drawn)
[57] Cn1c(O)c(C=Nc2cnccn2)c(=O)n(C)c1=O
[58] O=C(COC(=O)C1CN(C(=O)c2ccc(F)cc2)CCS1)Nc1ccc(F)cc1 (stereo not drawn)
[59] Cn1cc(C(=O)N2CCCCCC2)cc(NC(=O)C2CC(=O)N(c3ccccc3)C2)c1=O (stereo not drawn)
[60] Cc1cccc(NS(=O)(=O)c2cc(C(=O)O)ccc2C)c1
screen / no.,51,52,53,54,55,56,57,58,59,60
mcGAS lum,/,/,-1,-5,/,-6,/,/,-7,-5
hcGAS lum,-11,-1,-4,-10,-6,-1,2,-2,-4,-6
NPYLR7 ag,1,-1,-3,/,8,1,1,8,-13,-3

[61] CSc1nnc2n(-c3ccccc3)c(=O)c3c4c(sc3n12)CCCCC4
[62] COc1ccc(CNC(=O)Cn2ccc(CNC(=O)OC(C)(C)C)n2)cc1
[63] O=C(O)C1CC(=O)N(c2ccc(S(=O)(=O)Nc3ccn(Cc4ccccn4)n3)cc2)C1 (stereo not drawn)
[64] O=C(Cn1ccc2ccn(Cc3ccccc3F)c2c1=O)NC1CC1
[65] Fc1cccc(-c2nnn(CCc3ccccn3)n2)c1
[66] O=C(O)C1(N2CCCCC2)Cc2ccccc2C1
[67] Cc1ccc(C=C(C#N)C(=O)NC(C)C)s1
[68] CCN1CCN(S(=O)(=O)c2ccc(OC)c(N3CCN(C(=O)c4ccco4)CC3)c2)CC1
[69] Fc1ccccc1-c1nc(-c2ccc(Br)o2)no1
[70] COc1ccc(S(=O)(=O)N2CCC(Cc3ccccc3)CC2)cc1N1CCN(C(=O)c2cc(OC)c(OC)c(OC)c2)CC1
screen / no.,61,62,63,64,65,66,67,68,69,70
mcGAS lum,/,-14,/,/,-13,-14,/,-3,/,-7
hcGAS lum,-8,-7,-3,-15,-6,-6,-8,2,-7,-10
NPYLR7 ag,15,-3,3,-1,12,7,9,7,1,18

3 entries already listed, ordered by formula weight, ascending.
[66] O=C(O)C1(N2CCCCC2)Cc2ccccc2C1
[65] Fc1cccc(-c2nnn(CCc3ccccn3)n2)c1
[68] CCN1CCN(S(=O)(=O)c2ccc(OC)c(N3CCN(C(=O)c4ccco4)CC3)c2)CC1
screen / no.,66,65,68
mcGAS lum,-14,-13,-3
hcGAS lum,-6,-6,2
NPYLR7 ag,7,12,7

Next part:
[71] COc1ccc2[nH]c3c(=O)n(CCCCC(=O)N4CCC(C(N)=O)CC4)c(=S)[nH]c3c2c1
[72] Cc1ccc(NC(=O)Cn2c3ccccc3c(=O)c3ccccc32)cc1C
[73] CSCC1CCN(c2ccc(-c3nc(C)c(C)c(=O)[nH]3)cn2)C1 (stereo not drawn)
[74] O=C(CCn1cnnn1)N1CCCC(Nc2ccc(F)c(F)c2)C1 (stereo not drawn)
[75] O=c1[nH]c(CNc2ccc3c(c2)OCO3)nc2ccsc12
[76] O=C(NCC1CCCN(Cc2ccccn2)C1)C1(c2ccc(Cl)cc2)CC1 (stereo not drawn)
[77] O=C(O)c1cccc(CC2CCN(Cc3ccc4ccccc4n3)C2)c1 (stereo not drawn)
[78] COc1ccc(-c2nc3c(C)cccc3[nH]2)cc1
[79] O=c1oc2ccc(O)cc2s1
[80] COCCCN(CC(=O)N(CCc1c[nH]c2ccccc12)Cc1ccc(C(F)(F)F)cc1)C(=O)C12CC3CC(CC(C3)C1)C2
screen / no.,71,72,73,74,75,76,77,78,79,80
mcGAS lum,-8,/,/,/,-2,/,-8,/,/,-6
hcGAS lum,-3,-3,-9,-6,-6&3,-9&3,-2,0,0,-8
NPYLR7 ag,-8,-2,-20,3,8&-2,20&0,6,1,6,14

[81] CC(=O)Nc1ccc(-c2ccc(C(C)N3CCCCC3)cc2)cn1 (stereo not drawn)
[82] Cc1cc(C)c(C)c(Oc2c(C#N)c(C)nn2C)c1
[83] O=C(Nc1cnc2n1CCCC2)C1CC12CCC2 (stereo not drawn)
[84] COc1cc(C(=O)Nc2nc3ncccc3[nH]2)ccc1OC(F)F
[85] COc1ccc(NC(=O)C2(C#N)CCCC2)c(OC)c1
[86] Cc1[nH][nH]c(=O)c1CC(=O)NCc1ccc2sccc2c1
[87] CC1O[C@@H](Oc2c(-c3ccc(O)c(O)c3)oc3cc(O)cc(O)c3c2=O)[C@H](O)[C@H](O)[C@H]1O (stereo partly drawn)
[88] CN1CCOc2cc(C(=O)N3CCC4(CC3)C(=O)Nc3ccccc34)ccc21
[89] O=C1NC(=S)SC1=Cc1c(F)cccc1F
[90] CN1C(=O)N(C)C2=NNC=NC2(O)C1=O (stereo not drawn)
screen / no.,81,82,83,84,85,86,87,88,89,90
mcGAS lum,/,/,-12,/,/,/,-4,-14,/,0
hcGAS lum,0,1,-5,-1,-8,-1,-2,-2,42*,-1
NPYLR7 ag,-4,-4,11,-2,7,15,-7,6,-10,1

[91] COc1ccccc1N1CCN(S(=O)(=O)c2ccc(Cl)cc2)C(C)C1=O (stereo not drawn)
[92] COC(=O)c1c(CC(C)C)csc1N
[93] O=C(CCCc1ccc(Cl)cc1)N1CCC2(CCOCC2)CC1
[94] CCCc1nn(-c2ccccc2C)c(OC(C)=O)c1-c1ccc(NC(=O)c2ccc(OC)cc2)cc1
[95] CCCCCCc1ccc(C(=O)N2CCCC2C(=O)Nc2nnc(-c3ccc(F)cc3)s2)cc1 (stereo not drawn)
[96] CN(C)Cc1nnnn1-c1cccc(-n2nnnc2CN(C)C)c1
[97] CCCNC(=O)CSc1nc2ccccc2o1
[98] N#Cc1ccccc1NC(=O)N1CCC(COCc2ccccc2)C1 (stereo not drawn)
[99] N#CC(=C(O)CSc1n[nH]c2nc3ccccc3n12)c1nc2ccccc2[nH]1
screen / no.,91,92,93,94,95,96,97,98,99
mcGAS lum,-6,/,/,1,-1,-5,/,/,0
hcGAS lum,-10,-5,-4,3,4,-8,-8,0,-2
NPYLR7 ag,19,8,1,19,-3,5,5,-22,5
